Bioassay records from PubChem.
GPR151 ag: activators of human GPR151; 1% of 650,000 active; PathHunter beta-arrestin GPR151 cells, luminescence; activation, % at 11.2 µM; AID 1508602; in the data active = activation above about 4.9%;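 note: 0% = median of compound wells and 100% = cells with positive control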
Target sequence (Q8TDV0 whole entry, looked up): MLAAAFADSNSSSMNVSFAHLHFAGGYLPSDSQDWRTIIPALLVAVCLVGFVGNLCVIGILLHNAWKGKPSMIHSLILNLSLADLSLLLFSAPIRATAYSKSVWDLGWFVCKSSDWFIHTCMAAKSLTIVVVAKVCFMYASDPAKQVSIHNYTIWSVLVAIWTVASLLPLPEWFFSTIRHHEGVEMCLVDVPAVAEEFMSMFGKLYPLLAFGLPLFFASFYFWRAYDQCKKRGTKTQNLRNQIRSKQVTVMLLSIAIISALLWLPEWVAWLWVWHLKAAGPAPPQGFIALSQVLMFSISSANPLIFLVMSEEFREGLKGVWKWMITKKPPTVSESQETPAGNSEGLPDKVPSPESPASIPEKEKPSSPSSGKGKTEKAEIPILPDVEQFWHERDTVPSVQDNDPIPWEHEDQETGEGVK
FBW7 act: human FBW7 E3 ligase activation, primary screen; Q969H0; AlphaScreen FBW7–phospho-cyclin E peptide binding, activator screen; normalized activity (activation), % at 26.1 µM; 0.13% of 650,000 active; AID 1259310; in the data active = normalized activity above about 1.9%;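 note: purified mutant Fbw7 with reduced substrate affinity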
TEAD-YAP inh: TEAD-YAP interaction inhibition; HEK-TIYL cells, TEAD-Gal4/YAP UAS-luciferase luminescence; AID 1259422; inhibition, % at 9.12 µM; 1.4% of 640,000 active; in the data active = inhibition above about 32%;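 note: 0% = median of test compound wells and 100% = reference inhibitor wells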
MITF inh: blocks human microphthalmia-associated transcription factor. O75030. AlphaScreen MITF homodimerization, bead proximity signal. inhibition, % at 2.6 µM. 0.91% of 650,000 active. AID 1259374; in the data active = inhibition above about 50%;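 note: 0% = vehicle wells with protein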
Target sequence (O75030 whole entry, looked up): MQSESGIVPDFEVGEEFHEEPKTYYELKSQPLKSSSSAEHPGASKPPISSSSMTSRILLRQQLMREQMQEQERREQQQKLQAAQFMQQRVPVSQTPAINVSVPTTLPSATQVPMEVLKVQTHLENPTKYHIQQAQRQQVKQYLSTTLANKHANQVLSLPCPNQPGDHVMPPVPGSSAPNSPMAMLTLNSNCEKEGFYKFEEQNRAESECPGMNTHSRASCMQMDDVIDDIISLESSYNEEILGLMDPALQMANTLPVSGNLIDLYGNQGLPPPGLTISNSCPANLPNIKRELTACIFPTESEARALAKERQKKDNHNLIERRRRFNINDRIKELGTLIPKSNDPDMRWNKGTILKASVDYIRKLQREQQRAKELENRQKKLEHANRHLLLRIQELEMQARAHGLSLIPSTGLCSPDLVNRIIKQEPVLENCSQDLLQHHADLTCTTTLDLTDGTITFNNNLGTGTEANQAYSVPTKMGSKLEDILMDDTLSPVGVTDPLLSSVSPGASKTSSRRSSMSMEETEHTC
Numbers without * were called inactive. An unsorted share of the library; overall some 3.5% were active at least once.

item | compound | GPR151 ag | MITF inh | TEAD-YAP inh | FBW7 act
1 | Cc1nc2nc[nH]n2c(=O)c1CCC(=O)Nc1ccc(Br)cc1 | 2.2 | -4 | 12 | 0.0
2 | CCN(CC)S(=O)(=O)c1ccc2[nH]c3nc(SCC(=O)Nc4ccccc4C(F)(F)F)nnc3c2c1 | -0.8 | -2 | 8 | -0.1
3 | O=C(c1ccc2c(c1)C(=O)N(Cc1ccccc1)C2=O)c1ccc2c(c1)C(=O)N(Cc1ccccc1)C2=O | -0.3 | 11 | 1 | 0.0
4 | O=c1[nH]n2c(-c3ccc(Br)cc3)nc(O)c2c2ccccc12 | -0.3 | 16 | -4 | 0.0
5 | COCCCNC(=O)c1ccc(Br)cc1 | 3.7 | -7 | -19 | 0.0
6 | O=C(Cn1c(C(F)(F)F)nc2ccccc21)NCCN1CCCC1 | 0.3 | 14 | 3 | 0.2
7 | O=S(=O)(c1cccc2nsnc12)N1CCN(C/C=C\c2ccccc2)CC1 | -0.4 | 1 | 2 | -0.5
8 | COC(=O)C1=CNC=C(C(=O)OC)C1c1ccc(Cl)c([N+](=O)[O-])c1 | -0.6 | -11 | -11 | -0.1
9 | O=C(NCc1ccc2c(c1)OCO2)c1cc(-c2ccccc2)nc2ccccc12 | -0.3 | 6 | 16 | 0.0
10 | O=S(=O)(c1ccc2ccccc2c1)N1CCSC1c1ccc(Cl)cc1 (stereo not drawn) | -0.2 | 1 | 0 | -0.1
11 | Cn1c(SCC(=O)c2ccc3c(c2)NC(=O)CO3)nnc1-c1ccc(C(C)(C)C)cc1 | 0.0 | -11 | 10 | 0.0
12 | O=C1OC(c2ccccc2F)=N/C1=C\c1cccc(Cl)c1Cl | 2.2 | 5 | 2 | -0.1
13 | CNC(=S)Nc1ccc(Br)cc1C | 1.0 | -1 | -2 | 0.0
14 | Cc1cccc(OCC(=O)Nc2cccc(O)c2)c1 | 5.9* | -10 | -18 | 0.1
15 | COC(=O)c1cc(S(=O)(=O)NCc2cccnc2)cn1C | 0.0 | 4 | -2 | -0.3
16 | COc1ccccc1C(=O)NNC(=S)NC(=O)c1ccco1 | 1.2 | 5 | 16 | -0.1
17 | Cc1cc(NC(=O)C2CCCC2)n(-c2nc3c(c(=O)[nH]2)CCC3)n1 | -0.4 | 10 | 8 | 0.0
18 | Cc1cccc(-c2noc(CCCC(=O)NC(C)(C)C)n2)c1 | 2.8 | 17 | -33 | 0.4
19 | Cc1ccn2c(NC(=O)C(C)C)c(-c3ccc(F)cc3)nc2c1 | 2.8 | -5 | -8 | -0.2
20 | S=C(NCc1ccco1)NCc1cccs1 | -1.0 | 8 | 5 | 0.0
21 | CN1C(=O)c2ccc(NC(=O)c3ccc(OCc4ccccc4)cc3)cc2C1=O | -0.8 | 9 | 0 | 0.0
22 | COCCN1Cc2cccc(C(=O)Nc3cc(OC)ccc3OC)c2C1=O | 1.5 | 10 | 3 | 0.7
23 | Cc1ncc(CN2CCN(C(C)C)C(CCO)C2)s1 (stereo not drawn) | -0.4 | -5 | 6 | 0.0
24 | CCn1cc(C(=O)N2CCCCCC2)c(=O)c2cc(S(=O)(=O)N3CCCCC3)ccc21 | 0.6 | 7 | 0 | 0.3
25 | O=C(Cc1ccccc1)N1CCCC(c2nc3c(nnn3Cc3ccccc3)c(=O)[nH]2)C1 (stereo not drawn) | 0.1 | 20 | 3 | 0.0
26 | O=C(CN1C(=O)c2ccccc2C1=O)NC(c1ccccc1)c1ccc(Br)cc1 (stereo not drawn) | 5.2* | 3 | 8 | 0.5
27 | O=[N+]([O-])c1cccc(/C=N/Nc2ccc(S(=O)(=O)O)cc2)c1 | -2.8 | 10 | -10 | 0.6
28 | CCN(CC)C(=O)c1cc(-c2ccc(O)cc2)on1 | -1.4 | -4 | -1 | -0.1
29 | Cc1cc(=O)oc2cc(OCC(=O)OCc3ccccc3)c(Cl)cc12 | 1.4 | -11 | -6 | -0.2
30 | COC(=O)c1cc(Nc2ncnc3c2cnn3-c2ccc(C)cc2C)cc(C(=O)OC)c1 | 1.2 | 7 | 14 | -0.1
31 | CCCn1c(SCC(=O)NNC(C)=O)nc2c1c(=O)n(C)c(=O)n2C | -0.9 | -11 | 3 | 0.1
32 | CC1CN(S(=O)(=O)c2cc3c4c(c2)CCC(=O)N4CCC3)CC(C)O1 (stereo not drawn) | -0.7 | -7 | -6 | 0.0
33 | Cc1c(C(=O)O)cccc1-c1ccc(/C=C(\C#N)C(N)=O)o1 | 0.7 | 5 | 0 | -0.3
34 | O=C(COc1ccc(-c2ccccc2)cc1)Nc1ncn[nH]1 | -4.1 | 8 | -23 | -0.1
35 | O=C1NCCN(Cc2ccc(-c3ccccc3)cc2)C1CC(=O)N1CCCCO1 (stereo not drawn) | -0.2 | -2 | 7 | 0.1
36 | CCOc1ccc(NC(=O)C(=O)NCCc2ccccc2)cc1 | -1.5 | 4 | -7 | 0.1
37 | COc1ccc(N(C)C(=O)Cc2noc3ccccc23)c(OC)c1 | -1.8 | 4 | 17 | 0.1
38 | CCOC(=O)c1ccc(N=Cc2c(O)cc(C)oc2=O)cc1 | 1.1 | 4 | -1 | 0.0
39 | CC(C)(C)C1=NN(c2ccccc2)C(=O)C1 | -2.4 | 50 | -7 | 0.8
40 | Oc1ccccc1C1=Nc2ccccc2N=C(c2cccs2)C1 | 0.7 | 4 | -7 | 0.0
41 | CCOc1nc(Nc2ccc(OC)cc2)nc(N2CCOCC2)n1 | -0.4 | 10 | -17 | -0.1
42 | CCC(C)NC(=O)c1cnc2scc(-c3ccccc3)n2c1=O (stereo not drawn) | 0.2 | -11 | 3 | -0.4
43 | Cc1ccc(NC(=O)CN2C(=O)C3CC=C(Cl)CC3C2=O)cc1 (stereo not drawn) | 0.3 | 11 | 1 | 0.0
44 | Cc1ccccc1NC(=O)CSc1nnc2n(CC(=O)N3CCCC3)c3ccccc3n12 | 0.5 | 13 | 5 | 0.9
45 | CCCOc1ccc(CN(C)C)cc1C(=O)OC | -0.5 | 9 | 10 | -0.1
46 | Cc1ccc(CN2CCNC(=O)C2CC(=O)N(Cc2nccn2C)C(C)C)o1 (stereo not drawn) | -0.6 | 5 | 12 | 0.0
47 | CCN1CCCC1CNc1nc2ccc(Cl)cc2n2cnnc12 (stereo not drawn) | -0.5 | 10 | -4 | 0.1
48 | Cc1ccc(C2CC(C(F)(F)F)n3ncc(C(=O)Nc4cc(C(F)(F)F)ccc4Cl)c3N2)cc1 (stereo not drawn) | 0.8 | -11 | -1 | 0.1
49 | CC(=O)Nc1ccc(S(=O)(=O)Nc2ccc(NC(=O)c3ccco3)cc2)cc1 | 0.5 | -3 | -11 | 0.1
50 | CC1(C)N=C(c2ccc(F)cc2)C(=O)N1 | 2.3 | 3 | -11 | 0.4
51 | CCOC(=O)C1=C(O)/C(=C/c2ccc(OC)c(O)c2)SC1=Nc1ccc(OC)cc1 | -1.5 | 8 | -3 | 0.6
52 | CN(CC(=O)NCCCc1ccccc1)S(=O)(=O)c1cc(Cl)ccc1Cl | 3.1 | -4 | -4 | -0.1
53 | Cc1cccc(C(=O)Nc2sc3c(c2C(=O)Nc2ccccc2Cl)CCC3)c1 | -0.5 | 0 | 11 | -0.1
54 | O=C(NCCC(=O)N1CCCC1)Nc1ccc(Cl)c(Cl)c1 | -2.0 | 6 | -1 | 0.0
55 | C/C(CC(C)(C)c1ccc(C)o1)=N\NC(=O)c1ccco1 | 1.0 | -22 | -72 | -0.1
56 | O=C(/C(Cl)=C/Nc1cccc(S(=O)(=O)N2CCCCC2)c1)C(F)(F)F | 2.6 | -1 | -4 | -0.1
57 | CCOc1ccc2c(c1)N(C(=O)C(Cc1ccccc1)N1C(=O)c3ccccc3C1=O)C(C)(C)C=C2C (stereo not drawn) | -0.5 | -37 | 9 | -0.1
58 | CC(C)Oc1ccc(Cn2c(N)n[nH]c2=S)cc1 | -1.0 | 11 | 1 | 0.0
59 | CCOC(=O)c1ccc(N2C(=O)C(C)S(=O)(=O)C2c2ccccc2)cc1 (stereo not drawn) | 0.1 | 21 | -2 | 0.0
60 | CC(=O)Nc1ccc(S(=O)(=O)Nc2cccc(Cl)c2C)cc1 | 1.3 | 10 | 20 | 0.1

(more compounds)
item | compound | GPR151 ag | MITF inh | TEAD-YAP inh | FBW7 act
61 | O=C1C(C=Nc2ccccc2)=C(O)c2ccccc21 | -7.8 | -5 | 30 | -0.2
62 | COC(=O)c1c(NS(=O)(=O)c2ccc([N+](=O)[O-])cc2)sc2c1CCCC2 | 1.9 | 3 | 1 | -0.2
63 | CC(NC(=O)CN1C(=O)c2cccnc2Oc2ccc(Cl)cc21)c1ccccc1 (stereo not drawn) | 2.7 | 0 | 13 | 0.0
64 | CCCCc1ccc(NC(=O)c2ccccc2Cl)cc1 | -1.0 | 3 | -30 | 0.2
65 | Cc1cc(C(=O)Nc2sc(C)c(C)c2C#N)cs1 | 0.0 | -1 | -46 | -0.2
66 | COc1cccc(/C=N/NC(=O)CC(=O)NC2CCCCC2)c1 | 0.6 | 21 | 4 | 0.1
67 | Nc1c(C(=O)Nc2ccccc2)oc2ccccc12 | -5.3 | 8 | -25 | 0.2
68 | COc1ccccc1N1CCN(C2CC(=O)N(c3ccc(F)cc3)C2=O)CC1 (stereo not drawn) | -0.5 | -6 | -3 | 0.1
69 | O=C(CSc1ncnc2nc[nH]c12)NCC1CCCO1 (stereo not drawn) | -0.5 | 0 | -12 | 0.0
70 | Nc1nnc(SCc2ccc(C(=O)O)cc2)s1 | -1.8 | -7 | 4 | 0.0
71 | O=C(c1cccs1)N1CCN(Cc2ccccc2C(F)(F)F)CC1 | 0.5 | 70* | 4 | 0.0
72 | C=CCNC(=O)C(=O)NC(C)c1ccccc1 (stereo not drawn) | -1.0 | 10 | -10 | -0.1
73 | COc1cc2nc(=S)n3[nH]c(-c4ccc([N+](=O)[O-])cc4)nc3c2cc1OC | -0.4 | -2 | 1 | -0.2
74 | Cc1cc(O)c(NC(=O)c2ccc(F)cc2)cc1C | -1.7 | -5 | -58 | -0.1
75 | COc1ccc(NC(=O)c2sc3nc(-c4cccs4)ccc3c2N)cc1OC | 2.3 | 7 | -2 | 0.0
76 | COc1ccc(S(=O)(=O)N(CC(=O)Nc2ccc(C)cc2C)c2ccc(C)cc2)cc1 | -1.3 | -7 | 11 | 0.3
77 | O=C(CN1CCOCC1)N/N=C/c1ccccc1Br | 0.1 | -1 | 6 | 0.0
78 | CCOc1ccc(/C=C2\Oc3c(ccc(O)c3CN(C)C)C2=O)cc1 | 1.6 | 13 | 19 | 0.3
79 | CCc1ccc(C(=O)CC2(O)C(=O)N(CCCc3ccccc3)c3ccccc32)cc1 (stereo not drawn) | -0.4 | -11 | -8 | 0.1
80 | O=C(NC(c1ccccc1)c1ccccn1)C1CCN(C(=O)NC2CCCCC2)CC1 (stereo not drawn) | 3.7 | -2 | -5 | -0.1
81 | CCOc1ccc(NC(=S)NC(NC(=O)N(C)C)C(Cl)(Cl)Cl)cc1 (stereo not drawn) | -1.1 | 15 | 6 | 0.2

In the list so far, these have an aryl methoxy group:
item | compound | GPR151 ag | MITF inh | TEAD-YAP inh | FBW7 act
16 | COc1ccccc1C(=O)NNC(=S)NC(=O)c1ccco1 | 1.2 | 5 | 16 | -0.1
22 | COCCN1Cc2cccc(C(=O)Nc3cc(OC)ccc3OC)c2C1=O | 1.5 | 10 | 3 | 0.7
37 | COc1ccc(N(C)C(=O)Cc2noc3ccccc23)c(OC)c1 | -1.8 | 4 | 17 | 0.1
41 | CCOc1nc(Nc2ccc(OC)cc2)nc(N2CCOCC2)n1 | -0.4 | 10 | -17 | -0.1
51 | CCOC(=O)C1=C(O)/C(=C/c2ccc(OC)c(O)c2)SC1=Nc1ccc(OC)cc1 | -1.5 | 8 | -3 | 0.6
66 | COc1cccc(/C=N/NC(=O)CC(=O)NC2CCCCC2)c1 | 0.6 | 21 | 4 | 0.1
68 | COc1ccccc1N1CCN(C2CC(=O)N(c3ccc(F)cc3)C2=O)CC1 (stereo not drawn) | -0.5 | -6 | -3 | 0.1
73 | COc1cc2nc(=S)n3[nH]c(-c4ccc([N+](=O)[O-])cc4)nc3c2cc1OC | -0.4 | -2 | 1 | -0.2
75 | COc1ccc(NC(=O)c2sc3nc(-c4cccs4)ccc3c2N)cc1OC | 2.3 | 7 | -2 | 0.0
76 | COc1ccc(S(=O)(=O)N(CC(=O)Nc2ccc(C)cc2C)c2ccc(C)cc2)cc1 | -1.3 | -7 | 11 | 0.3

Copied from the results shown, two compounds:
item | compound | GPR151 ag | MITF inh | TEAD-YAP inh | FBW7 act
71 | O=C(c1cccs1)N1CCN(Cc2ccccc2C(F)(F)F)CC1 | 0.5 | 70* | 4 | 0.0
72 | C=CCNC(=O)C(=O)NC(C)c1ccccc1 (stereo not drawn) | -1.0 | 10 | -10 | -0.1
